# FXN GAA850 act = FXN promoter activators, primary screen, cell-based, luciferase luminescence, HEK293 lucGAA850; HEK293 lucGAA850 FXN promoter luciferase reporter, 24 h; percent of 10 µM SAHA response; activation, % at 6 µM; 360,000 tested, 0.56% active;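 active = activation above the average of all compounds screened plus 3 SD, cutoff fixed separately per campaign, cut at about 7.5% in these data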;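 note: 0% = DMSO wells and 100% = 10 µM SAHA wells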
# PG9 binder = binders of HIV-1 gp120 antibody PG9, primary screen, biochemical, TR-FRET; TR-FRET gp120-PG9 antibody binding; HIV-1 gp120 / PG9 antibody interaction; 360,000 tested, 0.43% active; AID 624416, 2012; inhibition, % at 6.7 µM; in the data active = inhibition above about 8.5%
# ADAM10 inh = human ADAM10 inhibitors, primary screen, biochemical, QFRET, HTS; Disintegrin and metalloproteinase domain-containing protein 10 (Homo sapiens), O14672; recombinant ADAM10, EDANS/DABCYL FRET peptide cleavage, 3 h; inhibition, % at 7 µM; 370,000 tested, 0.62% active; AID 720582, 2013;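 active = inhibition above a per-campaign cutoff equal to the mean of compounds falling between control-based bounds plus 3 SD, cut at about 20% in these data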;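 note: 0% = DMSO wells while the 100% control is not disclosed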
# Target sequence (O14672 214-748 limits assumed): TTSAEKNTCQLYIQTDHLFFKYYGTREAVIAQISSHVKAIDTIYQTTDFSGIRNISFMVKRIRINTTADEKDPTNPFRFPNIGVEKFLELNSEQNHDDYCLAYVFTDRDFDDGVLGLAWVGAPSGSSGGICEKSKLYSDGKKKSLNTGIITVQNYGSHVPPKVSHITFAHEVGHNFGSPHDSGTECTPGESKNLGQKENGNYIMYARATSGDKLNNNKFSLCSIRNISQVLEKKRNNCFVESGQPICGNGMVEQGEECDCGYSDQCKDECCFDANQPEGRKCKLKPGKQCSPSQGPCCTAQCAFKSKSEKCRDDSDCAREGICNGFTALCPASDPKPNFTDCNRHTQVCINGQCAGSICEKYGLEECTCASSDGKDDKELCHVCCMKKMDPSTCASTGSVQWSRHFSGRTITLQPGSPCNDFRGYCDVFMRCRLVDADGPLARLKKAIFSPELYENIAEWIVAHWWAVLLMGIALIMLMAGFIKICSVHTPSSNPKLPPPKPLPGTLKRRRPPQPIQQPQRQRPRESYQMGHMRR
# hgDAF-12 ag = H. glycines DAF-12 receptor agonists, primary screen, cell-based, luminescence, HEK293, GAL4 fusion, UAS-luciferase. HEK293 GAL4-hgDAF12 UAS-luciferase reporter, agonist luminescence; normalized to butyrate control. activation, % at 6.8 µM. 370,000 tested, 1.8% active;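 active = activation above a cutoff set at the mean of all screened compounds plus 3 SD, cut at about 10% in these data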;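 note: 0% = DMSO wells and 100% = sodium butyrate wells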
# ADAM17 inh = ADAM17 inhibitors, primary screen, biochemical, QFRET; inhibition, % at 6.95 µM; Disintegrin and metalloproteinase domain-containing protein 17 (Homo sapiens), P78536; recombinant ADAM17, EDANS/DABCYL FRET peptide cleavage; 370,000 tested, 0.83% active;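 active = inhibition above the mean of compounds lying between control limits plus 3 SD, set per campaign, cut at about 8.5% in these data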;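 note: 0% = DMSO-only wells as the low control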
# GC-A act = GC-A stimulated cGMP production enhancers – HEK293 GC-A cells, cGMP TR-FRET, EC30 ANP, primary screen | Atrial natriuretic peptide receptor 1 (Homo sapiens), P16066 | 0% at EC30 ANP, 100% saturating ANP | activation, % at 10 µM | 370,000 tested, 0.14% active; in the data active = activation above about 40%
# DAX1 inh-1 = DAX1 (NR0B1) inhibitors, primary screen, cell-based, HEK293, Gal4-DAX1, luciferase luminescence. Nuclear receptor subfamily 0 group B member 1 (Homo sapiens), P51843. HEK293 Gal4-DAX1 luciferase reporter. inhibition, % at 6.75 µM. 340,000 tested, 0.99% active. AID 504766, 2011;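 active = inhibition above the mean over all tested compounds plus 3 SD, cut at about 4.2% in these data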;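 note: 0% = DAX1-transfected cells with DMSO and 100% = empty-vector control cells with DMSO; inhibition shows as a rise in luminescence from relieved DAX1 repression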
# Target sequence (P51843 207-470 limits assumed): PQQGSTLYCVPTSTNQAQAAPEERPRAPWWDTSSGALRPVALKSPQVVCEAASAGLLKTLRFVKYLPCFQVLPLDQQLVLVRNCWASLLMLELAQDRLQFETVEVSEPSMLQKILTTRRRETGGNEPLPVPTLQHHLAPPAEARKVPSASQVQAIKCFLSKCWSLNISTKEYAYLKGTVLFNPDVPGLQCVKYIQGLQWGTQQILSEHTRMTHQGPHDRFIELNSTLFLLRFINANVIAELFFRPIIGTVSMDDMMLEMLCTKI
# ssDAF12 agonist = S. stercoralis DAF-12 nuclear receptor activators, primary screen, cell-based, luminescence, HEK293, GRIP1 co-expression, lit1-tk-luc. activation, % at 6.8 µM. HEK293 ssDAF-12/GRIP1 lit1-tk-luc reporter; % of 3 µM dafachronic acid response. Nuclear hormone receptor DAF-12 (Strongyloides stercoralis). 370,000 tested, 1% active. AID 652126, 2013;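 active = activation above the mean over all tested compounds plus 3 SD, cut at about 0.9% in these data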;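 note: 0% = DMSO-only wells and 100% = 3 µM delta7-dafachronic acid wells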
# DAX1 inh-2 = DAX1 (NR0B1) inhibitors on StAR promoter, primary screen, cell-based, luminescence, SF-1 (NR5A1), full-length DAX-1 | HEK293T StAR-luciferase reporter, SF-1/DAX-1 repression relief | inhibition, % at 6.8 µM | 370,000 tested, 1.1% active | AID 652010, 2013;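 active = inhibition above the mean over all tested compounds plus 3 SD, cut at about 3.6% in these data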;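 note: 0% = DAX-1 cells with DMSO and 100% = cells lacking DAX-1 with DMSO; higher inhibition means more luminescence from relief of DAX-1 repression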
# hcDAF12 agonist = H. contortus DAF-12 nuclear receptor activators, primary screen, cell-based, luminescence, HEK293, lit1-tk-luc reporter. AID 652067, 2013. HEK293 hcDAF-12 lit1-tk-luc reporter; 0% DMSO, 100% Δ7-dafachronic acid. activation, % at 6.8 µM. 370,000 tested, 1.4% active;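 active = activation above the mean of all tested compounds plus 3 SD, cut at about 5.5% in these data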;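 note: 100% = response to 3 µM Δ7-dafachronic acid high control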
# SMARCA2 activ = SMARCA2 (BRM) function activators, primary screen, cell-based, luminescence, high throughput; activation, % at 9.1 µM; MG213 cells, MMTV-luciferase reporter, dexamethasone, overnight; AID 652017, 2013; 370,000 tested, 1% active; in the data active = activation above about 7.8%;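 note: 0% = vehicle wells and 100% = reference activator wells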
# The depositor's hits bear a star; nt = not tested or not shown.
structure	DAX1 inh-2	hgDAF-12 ag	ssDAF12 agonist	ADAM10 inh	FXN GAA850 act	GC-A act	DAX1 inh-1	ADAM17 inh	PG9 binder	hcDAF12 agonist	SMARCA2 activ
Cc1ccc(C)c(NC(=O)CN(C)C(=O)c2ccc3c(=O)n4c(nc3c2)CCC4)c1	-0.2	1.7	-1.2	-7	0.9	0	1.2	-2	-0.6	1.2	0
CCCn1c(N)c(C(=O)CSc2nnc(-c3ccco3)n2Cc2ccccc2)c(=O)[nH]c1=O	-0.5	-1.1	-0.7	-4	0.0	0	-2.2	-2	-0.9	0.2	2
Cc1nn(C)c(C)c1NC(=O)CSc1nc(C2CC2)nc2c1cnn2-c1ccccc1	-0.7	-1.4	-0.7	2	0.2	5	-0.8	-4	13*	-1.3	-1
O=C(Nc1ccc2c(c1)OCCO2)c1ccc2nccnc2c1	4.3*	15*	-0.4	11	3.8	5	-1.0	3	-1.8	4.9	2
CC(OC(=O)Cn1[nH]c(=O)c2ccccc2c1=O)C(=O)Nc1cccc(Cl)c1 (configuration not stated)	0.0	0.6	-0.3	1	-1.3	-3	4.2*	0	-1.3	1.5	2
CCOC(=O)c1c(/N=C/C2C(=O)CCCC2=O)sc2c1CCCC2	-0.2	-2.4	-1.2	3	2.5	-3	nt	-3	-0.1	-0.5	0
Cc1ccc(C)n1-c1ccc(NC(=O)c2ccccc2)cc1	-0.4	-0.1	-1.4	3	-0.4	-3	-0.3	4	-1.5	-2.8	-2
COC(=O)[C@]12C[C@H](CC(=O)NCc3cccc4ccccc34)C(=O)N(Cc3ccccc3)C1=C[C@H](COCc1ccccc1)O[C@@H]2C	-1.3	-0.9	-0.9	14	nt	-4	nt	0	nt	-2.8	-2
CCOc1ccc(CCNC(=O)C2CCN(c3ccc(N4CCOCC4)nn3)CC2)cc1OCC	-0.5	-0.5	-1.6	-428	2.5	4	2.3	-159	2.4	-2.1	-1
COc1ccc(CC(=O)Nc2nccs2)cc1OC	-0.8	0.3	0.1	3	-1.1	-1	0.3	2	-2.7	1.7	-1
O=C(Cn1ncc2c3ccccc3n(Cc3ccccc3F)c2c1=O)NC1CC1	-0.4	-0.6	-0.3	-12	2.1	17	1.3	-2	-0.9	0.0	0
C=CCSc1nnc(NC(=O)CSc2nc3ccccc3o2)s1	0.8	1.7	-1.1	2	-1.3	1	0.6	1	-1.9	-0.9	-1
CCN1CCN(S(=O)(=O)c2ccc(Cl)c(C(=O)N(CC)CC(=O)Nc3ccc(OC)cc3)c2)CC1	1.4	-2.5	-0.9	-1	-0.1	0	0.7	-4	-1.5	3.1	-3
Cn1c(SCc2cc(=O)[nH]c(C(C)(C)C)n2)nnc1C(F)(F)F	-0.8	-0.5	-2.2	-1	-0.4	-3	0.3	-1	3.6	-3.0	-4
COc1ccc(/C=C2/SC(=O)N(CCNC(=O)C3CCCN3C(=O)c3cccs3)C2=O)cc1 (configuration not stated)	0.0	-1.5	-1.5	2	2.1	0	-0.7	0	-1.3	0.0	-1
Cc1nnc(NC(=O)CSc2ccc(-c3ccc(Cl)cc3)nn2)s1	0.4	3.3	-1.6	12	-0.1	14	0.0	-3	2.8	0.8	2
CCN(C(=O)Cc1c(C(=O)O)n(C)c2ccccc12)c1ccc(F)cc1	0.0	0.0	-1.0	-3	0.6	0	nt	-2	-1.6	-0.1	-3
Cc1ccccc1-c1ccc2c(c1)[C@@H]1C[C@H]3[C@@H](CN1CC2)[C@H](C)OC(C1CCCCC1)N3C (some centres not stated)	0.2	3.5	-0.4	-25	nt	2	nt	-6	-0.5	-1.5	-2
CCOc1cc(C)c(Cl)cc1S(=O)(=O)NCC1CCCO1 (configuration not stated)	-0.9	-1.7	-1.2	4	-0.2	2	-0.6	-3	-0.9	-0.1	1
COc1ccc(CN2C(=O)C(O)(CC(=O)c3ccc4c(c3)OCO4)c3ccccc32)cc1OC (configuration not stated)	-1.1	-2.1	-1.4	-9	-0.2	0	-1.5	-2	-0.5	-2.2	-3
O=C(Nc1cccnc1)c1cc(S(=O)(=O)N2CCCCC2)c(Cl)cc1Cl	0.1	-0.2	-0.8	-6	-0.5	-1	-1.1	0	-1.2	-2.4	2
CC(C)(C)c1ccc2c(c1)C(c1ccc3c(c1)OCO3)CC(=O)O2 (configuration not stated)	-0.3	-1.7	-0.1	9	-0.9	2	-0.2	2	0.1	-1.1	2
CCOc1ccccc1N1CC(C(=O)Nc2nccs2)CC1=O (configuration not stated)	0.7	0.5	-1.5	1	-2.6	-2	-0.4	-2	1.3	-1.6	1
CC1(C)Oc2ccc3ccc(=O)oc3c2[C@H](O)[C@H]1O	0.0	0.4	-1.4	-342	-2.2	-2	0.5	-99	0.2	-1.6	0

# Structures listed above that bear a hit mark in DAX1 inh-1.
mol | DAX1 inh-2 | ssDAF12 agonist | ADAM10 inh | FXN GAA850 act | GC-A act | DAX1 inh-1 | ADAM17 inh | PG9 binder | hcDAF12 agonist | SMARCA2 activ
CC(OC(=O)Cn1[nH]c(=O)c2ccccc2c1=O)C(=O)Nc1cccc(Cl)c1 (configuration not stated) | 0.0 | -0.3 | 1 | -1.3 | -3 | 4.2* | 0 | -1.3 | 1.5 | 2

# Later entries:
structure	DAX1 inh-2	hgDAF-12 ag	ssDAF12 agonist	ADAM10 inh	FXN GAA850 act	GC-A act	DAX1 inh-1	ADAM17 inh	PG9 binder	hcDAF12 agonist	SMARCA2 activ
Cc1cc(NC(=O)CSc2nc3ccccc3c(=O)n2C(C)c2ccccc2)no1 (configuration not stated)	-0.1	-1.9	-1.2	-8	-3.9	4	0.7	-3	-0.5	-2.2	-3
FC(F)Sc1nnc(-c2cccs2)n1-c1ccccc1	1.3	-0.7	-0.4	-4	-0.5	4	-0.5	3	-1.5	-1.2	-2
COC(=O)c1c(NC(=O)CSc2nccn2C)sc(C)c1C	1.9	1.4	-1.7	0	-0.1	-1	0.0	0	-2.0	-1.6	1
CC1CCC(=NO)C(=NO)C1 (configuration not stated)	-0.2	-0.3	-0.6	-2	-0.7	2	-0.9	-2	0.1	1.3	0
Cc1cc(=O)n(C)c2ccc(S(=O)(=O)N3CCOCC3)cc12	0.1	1.7	-1.4	-9	1.6	2	0.9	-5	-0.1	2.8	2
CCOc1ccc(NC(=O)Nc2ccc(Br)cn2)cc1	0.0	5.5	-1.0	-5	2.6	0	0.1	-1	-2.1	1.1	3
CC(=O)NC(c1ccccc1)c1nc(-c2ccc(F)c(Cl)c2)cs1 (configuration not stated)	-1.5	-1.6	-1.6	4	2.6	-8	nt	1	-0.9	-0.1	-2
COc1ccc(OC)c(CNc2ccc([N+](=O)[O-])cc2C)c1	-0.9	-0.3	-1.9	11	4.1	3	-1.6	5	1.2	-2.0	-2
Cc1onc(-c2ccccc2Cl)c1C(=O)N1CCN(C)CC1	-0.1	-0.6	-0.5	-6	0.5	3	2.2	-1	-0.3	-1.8	0
NS(=O)(=O)c1ccc(CCNC(=O)c2ccc(=O)[nH]c2)cc1	0.1	-0.2	-0.7	15	1.2	2	-1.8	3	-1.8	-0.7	-5
Cc1cc2ccccc2n1CCNC(=O)COc1ccc2ccccc2c1	1.8	1.7	-0.4	10	-0.6	-1	-0.5	3	-6.2	1.6	-2
CCCCN(C(C)=O)c1c(N)n(CCC)c(=O)n(CC(=O)Nc2cc(Cl)cc(Cl)c2)c1=O	-0.4	-0.3	-1.5	4	0.5	-1	1.4	2	2.7	-1.4	3
CCOc1ccc(NC(=S)N(CCc2c(C)[nH]c3ccccc23)Cc2cccnc2)cc1	-1.6	-2.5	-1.6	-1	-0.8	-9	0.1	4	-2.5	-1.9	0
CCCCCCCCN1CN2Cc3cc(F)ccc3C2CS1(=O)=O (configuration not stated)	0.0	-2.0	-0.5	8	nt	3	nt	4	nt	1.3	3
COc1ccc(OCC(=O)NNC(=O)c2cccnc2)cc1	-0.1	-1.5	-1.0	4	-0.7	4	1.6	-7	-0.3	-0.9	-6
CN(C(=O)c1cccc(NC(=O)Cc2cccc(NC(=O)C3CCN(C(=O)C4CCC4)CC3)c2)c1)C1CC1	0.7	1.2	-0.8	1	0.0	1	-1.3	0	-0.1	0.2	-1
CCOC(=O)[C@@H]1[C@H]2COc3cc(OC)ccc3[C@@H]2N2C(=O)N(c3ccc(F)cc3)C(=O)[C@]12C	-0.4	-1.4	-1.4	2	-0.6	0	0.7	1	-2.6	-0.8	0
Clc1ccc(CSc2nnc(-c3ccccn3)n2Cc2ccco2)cc1Cl	-1.4	0.1	-2.0	5	-0.4	-18	nt	1	0.0	-0.5	-4
Cc1ccc(C(=O)C2=C(O)C(=O)N(Cc3cccnc3)C2c2cccc([N+](=O)[O-])c2)o1 (configuration not stated)	0.2	2.5	-0.4	12	0.6	2	-0.1	4	-0.6	0.2	0
Cc1ccccc1CN1CCCCC(NC(=O)C2CCC2)C1=O (configuration not stated)	-0.4	-1.1	1.9*	1	nt	0	nt	3	nt	1.0	-1
CN1Cc2sc(N)c(C#N)c2CC1(C)C	0.3	-2.4	-1.1	-128	1.4	-1	0.5	-49	-3.4	0.1	1
CS(=O)(=O)c1ccc(Cl)c(C(=O)OCC(=O)NC2CCCCCCC2)c1	0.6	-1.3	-0.8	-8	0.5	-1	0.6	-7	-0.2	-0.6	-1
CCCCNC(=O)CS(=O)Cc1nc(-c2cccs2)oc1C (configuration not stated)	-0.6	3.6	-0.1	-4	-2.1	1	0.5	0	1.5	-0.4	3
CCC(C)N1C(=O)CN(C2CCCCCC2)C(=O)C1c1ccccc1F (configuration not stated)	0.2	-3.0	-1.9	4	0.8	-2	1.1	-2	-1.4	-1.4	-1

# Single entries from the list:
# CCCCCCCCN1CN2Cc3cc(F)ccc3C2CS1(=O)=O (configuration not stated) in GC-A act shows 3
# Cc1ccccc1CN1CCCCC(NC(=O)C2CCC2)C1=O (configuration not stated) in ssDAF12 agonist shows 1.9*
